# High-throughput results from PubChem BioAssay.
# PMI activator = activators of human phosphomannose isomerase; purified human PMI, coupled resazurin fluorescence, 20 min; active compounds read high; 1 = vehicle control, 0 substrate-free wells; activation factor at 20 µM; P34949; hit rate 0.005% among 190,000;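 active = activation factor of 2 or more at 20 µM, relative to plate controls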
# Target sequence (P34949 whole entry, looked up): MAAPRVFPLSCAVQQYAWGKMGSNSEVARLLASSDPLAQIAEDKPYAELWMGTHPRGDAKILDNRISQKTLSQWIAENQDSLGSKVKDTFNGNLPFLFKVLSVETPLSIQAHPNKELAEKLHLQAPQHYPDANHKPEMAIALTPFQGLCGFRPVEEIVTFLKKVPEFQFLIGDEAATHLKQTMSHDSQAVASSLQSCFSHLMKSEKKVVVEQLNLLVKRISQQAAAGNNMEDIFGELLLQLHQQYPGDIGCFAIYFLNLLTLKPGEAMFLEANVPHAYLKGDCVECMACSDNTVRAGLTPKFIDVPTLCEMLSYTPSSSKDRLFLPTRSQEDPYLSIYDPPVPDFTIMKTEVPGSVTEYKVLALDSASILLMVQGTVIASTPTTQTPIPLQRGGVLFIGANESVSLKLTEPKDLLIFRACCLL
# Lmaj promast = Leishmania major promastigote growth inhibition. Leishmania major promastigotes, resazurin fluorescence viability. hit rate 9% among 200,000. AID 1063. inhibition, % at 10 µM;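 note: promastigotes grown with compound for 44 hours at 28 °C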
# TLR4-MyD88 BLA = inhibitors of human TLR4-MyD88 binding; O00206+Q99836; HeLa CL3-4 TLR4/MyD88 BLA complementation, FRET ratio; inhibition, % at 8.4 µM; hit rate 0.18% among 200,000; AID 861; in the data active = inhibition above about 25%;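 note: 0% = vehicle and 100% = reference inhibitor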
# DTT redox prof = compounds producing H2O2 with reducing agent – biochemical, NIH compound library profiling, artefact control for MLSCN library redox annotation, primary screen | AID 878 | DTT-dependent redox cycling H2O2, phenol red/HRP absorbance; 100% = 100 µM peroxide control, 0% = buffer | activation, % at 10 µM | hit rate 0.03% among 200,000;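 active = activation of at least 50% relative to the plate's high and low controls in the primary single-dose screen; inactive = activation below 50%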;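 note: compound incubated with DTT at 0.8 mM final as the reducing agent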
# G6PDH CS = L. mesenteroides G6PDH inhibition counter-screen. hit rate 0.12% among 200,000. Purified L. mesenteroides G6PDH, diaphorase/resazurin coupled fluorescence, 45 min. inhibition, % at 5 µM
# PMI act hi M6P = PMI (human) activation, high substrate | P34949 | coupled PMI enzyme assay, resazurin fluorescence, 20 min; active compounds read high; 1 = untreated enzyme, 0 = substrate-free blank | activation factor at 20 µM | hit rate 0.34% among 190,000 | AID 1216;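 active = activation factor of 2 or more at 20 µM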
#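 assay system = human phosphomannose isomerase with PGI, G6PDH, diaphorase coupling enzymes | quantity = 15 ng/mL PMI | incubation = enzyme reaction with compound 20 min at room temperature | medium = HEPES pH 7.4 buffer with MgCl2 and Tween-20 | compound dosing = one concentration, 20 µM, in 1% DMSO | measured by = Diaphorase-driven resazurin-to-resorufin fluorescence, excitation 544, emission 590 nm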
# Diaphorase act = activates diaphorase or chemically reduces, flagging diaphorase assay artifacts; Diaphorase/resazurin coupled assay, resorufin fluorescence, 16 min; active compounds read high; 1 = vehicle wells, 0 = NADH-free wells; activation factor at 20 µM; hit rate 0.005% among 190,000; AID 1229;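 active = diaphorase activity raised at least twofold by the compound at 20 µM; inactive = activation factor below 2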
#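 Material: Purified diaphorase enzyme from Clostridium kluyveri | Buffer or medium: 50 mM HEPES pH 7.4 with 4.542 mM MgCl2, 0.005% Tween 20 | Times: 16 min enzyme reaction, ambient temperature | Signal: Red resorufin fluorescence at 544/590 nm excitation/emission | Measure: Increased resorufin signal from activators or reducing compounds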
# Diaphorase inh = counter-screen for diaphorase-based assays: diaphorase inhibitors and chemical oxidizers; inhibition, % at 20 µM; hit rate 0.69% among 190,000; diaphorase resazurin-to-resorufin fluorescence, NADH, 16 min; bacterial (C. kluyveri) enzyme, not human; AID 1217;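 active = primary screen inhibition at 20 µM above a set limit, cut at about 50% in these data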;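 note: plate controls were DMSO with full reaction for no effect and wells lacking NADH for full effect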
#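 Test system: Clostridium kluyveri diaphorase enzyme / Quantity: diaphorase at 0.14 U/mL in enzyme working solution / Incubation: 16-min room-temperature incubation before reading / Benchmarks: NADH-free wells as positive control, DMSO-only neutral wells / Signal: resorufin fluorescence 544/590 nm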
# S1P3 antag = antagonists of human S1P3 receptor; CHO S1P3 NFAT-BLA reporter, FRET fluorescence, antagonist mode; AID 485; hit rate 0.27% among 170,000; inhibition, % at 4.98 µM;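 active = inhibition above the plate cutoff, the mean inhibition of test wells on that plate plus 3 SD, cut at about 28% in these data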;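 note: cells challenged with S1P at its EC80 of 0.8 µM; blue over green emission ratio from cleaved BLA substrate after 4 h stimulation; 0% = S1P-stimulated wells and 100% = unstimulated DMSO-only wells; some compounds past the cut are filed as inactive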
# Target sequence (Q99500 whole entry, looked up): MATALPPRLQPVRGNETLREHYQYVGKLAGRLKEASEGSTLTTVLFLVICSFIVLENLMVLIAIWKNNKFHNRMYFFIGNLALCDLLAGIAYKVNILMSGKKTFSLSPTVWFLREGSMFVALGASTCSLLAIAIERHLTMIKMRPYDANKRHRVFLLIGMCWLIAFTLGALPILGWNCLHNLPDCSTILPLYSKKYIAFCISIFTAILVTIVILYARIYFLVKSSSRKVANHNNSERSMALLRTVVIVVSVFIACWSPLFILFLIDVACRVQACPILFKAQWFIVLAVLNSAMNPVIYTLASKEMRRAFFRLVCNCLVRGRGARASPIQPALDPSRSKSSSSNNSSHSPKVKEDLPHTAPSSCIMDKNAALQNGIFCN
# RAM network inh = blocks the yeast RAM network | S. cerevisiae dse1pr::URA3 reporter, 5-FOA growth OD615, 2 d; analog-sensitive cbk1-as2 kinase mutant strain | inhibition, % at 50 µM | hit rate 1.8% among 190,000 | AID 868;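 active = inhibition above a set limit, 3 SD over mean compound inhibition, cut at about 8.4% in these data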;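 note: 0% = DMSO-only wells with no growth and 100% = 10 µM 1-NA-PP1 full growth; inhibition rescues growth on 5-FOA so higher OD means more RAM inhibition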
# Hsp70 activator = Hsp70 transcriptional activation, primary screen | HeLa Hsp70 promoter luciferase reporter, luminescence; scaled: vehicle 0, proteasome-inhibitor control 100% | activation, % at 10 µM | hit rate 0.04% among 200,000 | AID 1203;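 active = activation above the mean across all tested compounds plus 3 SD, cutoff set per campaign, cut at about 5.5% in these data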;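 note: 100% = MG132 at 30 µM as the positive control and 0% = DMSO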
# Numbers without * were called inactive; nt = no result given. Cut-off read from the data, not from the text of the source, unless noted: active = inhibition above about 50%; inactive = the rest.
SMILES,PMI activator,Lmaj promast,TLR4-MyD88 BLA,DTT redox prof,G6PDH CS,PMI act hi M6P,Diaphorase act,Diaphorase inh,S1P3 antag,RAM network inh,Hsp70 activator
COc1cccc(OCC(O)CN2CCN(CCN3C(=O)c4cccc5cccc(c45)C3=O)CC2)c1 (stereo not drawn),1.2,100.0*,1.9,-0.4,-4.2,1.1,1,-4.8,-12.4,0.7,0.2
Cc1nc2ccccc2n1CCCOc1ccccc1,1.1,22.2,3.3,0.0,0.2,1.1,1,4.4,nt,0.5,-0.5
O=C(CC1C(=O)NCCN1CC1CCCCC1)NCCc1ccc(F)cc1 (stereo not drawn),nt,-3.9,-6.3,-0.5,17.6,nt,nt,nt,-19.6,0.2,-0.1
CCOP(=O)(OCC)C(Nc1cccc(C(F)(F)F)c1)c1ccc(F)cc1 (stereo not drawn),0.9,4.6,-5.7,-0.7,-3.5,0.9,0.7,27.3,-4.4,1.8,-0.5
CCn1c(SCC(=O)O)nnc1C1CCCCC1,1,4.6,-14.7,-0.7,2.4,1.1,0.9,7.0,-6.5,1.5,0.5
Fc1cccc(-c2cc3nc4c(c(NCc5ccco5)n3n2)CCCC4)c1,0.9,86.7*,-5.8,-3.7,-1.0,1,0.8,16.7,nt,-2.4,-0.1
CCNC(=S)N(Cc1ccco1)Cc1cc2cc(OCC)ccc2[nH]c1=O,0.8,33.1,-3.1,-0.6,23.0,0.8,0.8,17.7,9.0,9.7*,-0.1
Cn1c(C(=O)NCC2CCCO2)cc2c(=O)n(C)c3ccccc3c21 (stereo not drawn),0.9,44.9,-5.5,-1.6,-23.5,1,1,3.6,-8.3,-0.3,0.0
O=c1oc2ccccc2c(O)c1CN1CCCCC1,1.1,-7.8,8.8,-2.4,6.9,0.9,0.9,10.6,-12.5,0.5,-0.3
CC1CCN(S(=O)(=O)c2ccc3c(c2)c(=O)c(C(=O)NC2CCCC2)cn3C)CC1,1,49.4,-2.3,-0.1,5.5,0.9,0.8,21.4,-9.9,4.9,0.4

# An excerpt from above, reduced to PMI activator and Hsp70 activator:
smiles | PMI activator | Hsp70 activator
Cn1c(C(=O)NCC2CCCO2)cc2c(=O)n(C)c3ccccc3c21 (stereo not drawn) | 0.9 | 0.0
CCNC(=S)N(Cc1ccco1)Cc1cc2cc(OCC)ccc2[nH]c1=O | 0.8 | -0.1

# (more compounds)
SMILES,PMI activator,Lmaj promast,TLR4-MyD88 BLA,DTT redox prof,G6PDH CS,PMI act hi M6P,Diaphorase act,Diaphorase inh,S1P3 antag,RAM network inh,Hsp70 activator
COC(=O)CN1C(=S)N(Cc2ccccc2)C(=O)C1CC(=O)Nc1ccc(Br)cc1 (stereo not drawn),0.9,88.3*,-0.1,3.3,3.8,1,0.7,28.9,nt,5.9,-0.4
Cc1nc2ccccc2c(=O)n1NC(=O)Cc1ccc([N+](=O)[O-])cc1,1,0.7,-11.9,0.5,1.2,1,1.1,-6.4,-16.6,1.4,0.0
O=C(N/N=C\c1cc(Br)ccc1O)c1ccc(S(=O)(=O)N2CCCCC2)cc1,1.1,98.2*,6.1,0.6,-10.2,1.2,0.9,5.3,-9.6,2.7,-0.6
COc1ccc(N2C(=O)c3ccccc3NC2c2cccnc2)cc1 (stereo not drawn),0.9,58.8*,13.0,-0.1,11.3,0.9,0.9,5.2,9.4,1.9,-0.2
CCOc1ccc(NC(=O)NC(=O)N(C)S(=O)(=O)c2ccc(C)cc2)cc1,0.9,12.4,-17.0,0.2,2.0,0.8,0.9,8.8,-15.6,1.4,-0.3
CC(NC(=O)CCCCCCN1C(=O)c2ccccc2C1=O)c1ccc2c(c1)CCCC2 (stereo not drawn),0.9,1.2,0.1,0.4,-16.6,0.9,0.8,15.1,7.6,10.7*,-0.5
CSc1ccc(NC(=O)Nc2cccn(Cc3ccccc3F)c2=O)cc1,nt,-4.5,-11.6,0.3,8.1,nt,nt,nt,2.7,5.7,0.0
CCCc1nc(N2CCCC2)c(C#N)c2c1CCCC2,0.9,-1.0,9.1,2.2,5.4,0.9,0.8,24.4,nt,-0.3,-0.2
CCOC(=O)C1CCCN(C(=O)c2c(-c3ccccc3Cl)noc2C)C1 (stereo not drawn),0.8,-2.3,-4.3,-1.2,-7.3,0.9,0.8,15.6,22.3,-1.4,-0.5
Cc1ccc(S(=O)(=O)Nc2nccs2)cc1[N+](=O)[O-],0.9,0.3,-1.4,-0.7,13.6,1,0.8,15.5,-1.2,0.0,0.0
CCOC(=O)c1ccc(CNC(=O)c2n[nH]c(=O)c3ccccc23)o1,0.8,-4.9,3.2,-0.7,12.2,0.9,0.9,11.7,-21.1,2.5,-0.2
Cc1ccc(S(=O)(=O)Cc2ccc(C(=O)N3CCCC3)o2)cc1,1,3.0,-12.2,0.5,-6.0,1,1,4.0,12.2,4.3,0.1
O=C(CO/N=C/c1ccccc1O)NNC(=O)c1ccccc1Cl,0.9,-7.8,14.5,0.8,9.4,0.9,0.8,15.9,nt,1.0,0.4
CC(C)OC(=O)Nc1ccc(Oc2c(F)c(F)c(F)c(F)c2F)cc1,1,-3.5,-1.8,-2.1,8.1,0.9,0.9,13.9,2.5,3.9,0.0
Cc1noc(C)c1CSc1nnc2cc(C)c3ccccc3n12,1,nt,nt,nt,-0.5,0.9,0.8,18.4,-47.7,nt,nt
NC1=NC(=O)C(Cc2cccc(Cl)c2Cl)S1 (stereo not drawn),1,9.5,-12.3,0.3,2.9,1.1,1,-1.3,-5.4,-0.5,-0.5
Cc1ccc(NC(=O)Cc2nnc(SCC(=O)c3ccc(Br)cc3)n2C)cc1,0.9,11.0,0.4,0.4,3.6,1,0.9,8.0,nt,2.5,-0.3
COc1cccc(C(=O)NC2=NCCS2)c1,1,-1.7,-14.3,2.6,5.1,1,0.9,7.2,-30.6,1.4,-0.7
Cn1cc(Br)c(C(=O)NC(=S)Nc2ccc(S(N)(=O)=O)cc2)n1,0.9,-1.4,-3.0,-1.1,1.7,0.9,0.8,17.6,-4.8,1.4,0.1
COc1ccc(CCNC(=O)C2CCN(S(=O)(=O)c3ccc(OC)c(OC)c3)CC2)cc1,1,0.7,-10.0,0.4,14.6,1,1,0.9,nt,1.4,-0.4
Cc1nn(C)c(C)c1CNC(=O)Nc1ccc(Cl)cc1,1,7.0,-0.7,-1.3,2.8,1,1,-2.3,-21.3,0.6,0.0
Cc1onc(-c2c(F)cccc2Cl)c1C(=O)NC1CCSC1=O (stereo not drawn),1.1,-0.7,0.7,0.0,2.9,1.1,1.1,-9.3,nt,0.1,-0.3
N#Cc1sc2nc3c(c(-c4cccnc4)c2c1N)CCC3,0.9,5.9,-9.0,2.6,-17.6,1,0.8,17.7,-15.2,1.4,-0.2
COc1cc(C(=O)NC2CCN(Cc3nnnn3Cc3cccs3)CC2)cc(OC)c1OC,0.9,-1.1,-2.1,-0.1,12.0,1,0.8,15.4,nt,1.0,-0.4
COc1ccc(CCN2CC(O)=C(c3nc4ccccc4c(=O)[nH]3)C2=N)cc1OC,1.1,0.6,-2.5,1.3,-39.1,1.1,0.9,11.9,1.8,2.7,0.1
COCCOC(=O)N/C=C\c1nc2ccccc2c(=O)[nH]1,1,4.2,13.9,-0.9,-1.3,1,0.9,13.2,-5.5,2.2,0.1
COc1ccc(C(=O)N/N=C/c2ccc(OC(=O)c3cccc4ccccc34)c([N+](=O)[O-])c2)cc1,0.9,3.7,-7.0,0.9,-19.7,1,1,3.5,-16.4,3.5,-0.3
O=C1CC(N2CCN(Cc3ccc4c(c3)OCO4)CC2)C(=O)N1Cc1ccc(N2CCCC2=O)cc1 (stereo not drawn),1,6.9,-12.2,-0.3,10.4,1,0.9,5.5,nt,-0.6,-0.2
COc1ccc2c(c1)CCC1C2=NN(/C(C)=C\C(C)=O)C1c1ccc(F)cc1 (stereo not drawn),0.8,2.4,-11.8,-0.7,39.0,0.5,0.8,16.3,-7.1,2.2,-0.1
C=CCn1c(SCc2ccc(Cl)c(Cl)c2)nnc1C(CO)NC(=O)c1ccc(OC)cc1 (stereo not drawn),0.9,-0.8,-6.6,-0.1,1.3,1,0.9,8.8,1.3,4.3,0.1
CCS(=O)(=O)N1CCCC(C(=O)NCCCN2CCCC2=O)C1 (stereo not drawn),0.9,-5.7,0.8,-1.0,12.9,0.9,0.9,10.1,2.7,1.3,-0.2
CCOC(=O)/C(C#N)=C1/C=CN(c2ccc(C)cc2)C=N1,0.9,3.7,2.0,0.2,1.7,1,0.9,11.2,nt,4.8,0.2
COC(=O)CCC(=O)Nc1cccc(Br)c1,0.9,-3.9,-11.6,0.8,-9.7,1,1.1,-10.8,-9.2,1.1,0.9
CCCC1=NN(C(=O)C(=O)Nc2ccc(Br)cc2)C(O)(C(F)(F)F)C1 (stereo not drawn),1.1,-3.0,-11.9,-0.1,0.0,1,0.9,14.4,-18.4,3.4,-0.1
CC1(C)CC(=O)C(Sc2ccccc2[N+](=O)[O-])=C(O)C1,1,-1.2,10.1,-0.3,-0.8,1.2,1.1,-6.0,-5.4,2.5,-0.1
Cc1cnc([N+](=O)[O-])n1CCOC(=O)NC(=O)c1ccc(F)cc1,1.1,6.0,-12.2,-1.1,10.7,1.1,1,-2.9,-15.2,1.7,-0.3
Cc1cc(C)n2nc(SCC(=O)N/N=C/c3ccccc3F)nc2n1,1,-3.1,3.5,-2.2,-0.5,1,0.8,22.6,nt,0.5,-0.3
CCOC(=O)C(Cc1ccccc1)c1ccnc2ncnn12 (stereo not drawn),1.1,1.9,5.7,-0.2,4.8,1,1,4.8,-8.9,-0.5,-0.1
N#Cc1c(/N=C/N2CCCC2)oc(-c2ccccc2)c1-c1ccccc1,0.8,23.2,5.8,-0.1,-20.2,0.9,0.9,14.1,24.5,5.3,-0.1
CC[C@H](C)[C@@H]1NC(=O)c2cc([N+](=O)[O-])cc(F)c2NCCCC[C@@H](C(N)=O)NC(=O)[C@H](CC(N)=O)NC1=O,1,-5.7,-18.1,0.4,12.8,1,0.9,12.0,-10.4,-0.8,-0.2
